Screening results (PubChem)
HT1080 IDH1KD tx: kills HT-1080 cells with IDH1 knockdown. hit rate 2% among 360,000. HT-1080 IDH1 knockdown viability, ATP luminescence, 48 h. AID 686971. Potency, µM (doses to about 46.1 µM), without a hit: top-dose activity, negative = toxicity, usual class: cytotoxic;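 note: potency is the fitted concentration of half-maximal effect; 0% = DMSO wells and -100% = cell-free medium wells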
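Using the IDH1-knockdown HT-1080 line run in the same batch and compound series as the NT line, viability after 48 h at 37 °C was determined by CellTiter-Glo luminescence and expressed as % activity.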
HT1080NT lethal: kills 2HG-producing HT-1080-NT fibrosarcoma cells; HT-1080-NT fibrosarcoma viability, CellTiter-Glo ATP luminescence, 48 h; Potency, µM (series often up to 46.1 µM), for the others: at the highest dose activity, negative = less viability, actives largely listed as cytotoxic; hit rate 1.6% among 360,000; AID 686970;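 note: NT is the 2HG producing partner of a matched IDH1 knockdown line; potency is the fitted concentration of half-maximal effect; 0% = DMSO-treated cells and -100% = media-only wells without cells; nearly all actives have a fitted effect of over 55% in size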
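Read-out is CellTiter-Glo luminescence after 10 minutes at room temperature, following 48 hours' compound treatment of HT-1080-NT cells (750 cells/well, RPMI, 5% FBS, 37 degrees C).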
SW480 rereplic: inducers of DNA re-replication in SW480 colon cancer cells; AID 624297; SW480 DNA re-replication, Hoechst DNA content imaging, 48 h; Potency, µM (highest dose often 46.1 µM), inactives show at the top dose re-replication activation, usual class: activators; hit rate 1.8% among 340,000; note: potency is the fitted concentration of half-maximal effect; % of control where 0% means no effect; nearly all actives have a fitted effect of over 55% in size
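Treated cells incubate 48 hr (37 C, 5% CO2), are stained 40 min with Hoechst, and nuclear fluorescence is enumerated; a rise in nuclei with high DNA signal marks re-replication.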
IL-1B inflam inh: blocks inflammasome-driven IL-1 beta release. THP-1 LPS/ATP IL-1B secretion, AlphaLISA, 16 h; hits give low values. activity change, % at 57.5 µM. hit rate 4.7% among 360,000; in the data active = activity change below about -50%; inconclusive = mostly about -30% to -49%; note: % is set by controls: 0 for no effect and ±100 for the full control effect
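THP-1 cells pretreated 1 hr with compounds (up to 57.5 uM final), then stimulated with LPS (250 ng/mL final) plus ATP (1.25 mM final); secreted IL-1B measured by AlphaLISA after 16 hr, decreased signal indicating inhibition.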
KB-3-1 cytotox: KB-3-1 parental cell cytotoxicity | KB-3-1 viability, CellTiter-Glo ATP luminescence, 72 h | Potency, µM (series often up to 46.1 µM), for inactives: at the highest dose activity change, negative = cytotoxic, actives largely listed as cytotoxic | hit rate 1.4% among 400,000; note: potency is the fitted concentration of half-maximal effect; % is set by controls: 0 for no effect and ±100 for the full control effect; nearly all actives have a fitted effect of over 60% in size
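KB-3-1 cells, DMEM (no phenol red) + 10% FBS; compound by pin transfer, 72 h, 37 °C. Readout: CellTiter-Glo luminescence after 10 min. Data normalized, curve-fitted.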
GLP1R cytotox: cytotoxicity counter-screen for GLP-1 receptor inverse agonists; HEK293 cAMP-luciferase reporter cells, luminescence, 24 h; Potency, µM (titrated, usually from 38.3 µM), without a hit: top-dose activity change, negative = inhibition, most hits filed as inhibitors; hit rate 0.13% among 410,000; AID 624418;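 note: loss of luciferase light is scored as toxicity; potency is the fitted concentration of half-maximal effect; % is set by controls: 0 for no effect and ±100 for the full control effect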
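Here, cytotoxicity is scored as loss of luminescence. The MLSMR collection was tested on cells seeded in medium containing 10% Nu serum, with a 24 hr compound exposure preceded by 12 hours of culture.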
KB-V1 MDR tox: KB-V1 MDR subline cytotoxicity; KB-V1 MDR cells viability, CellTiter-Glo, 72 h; Potency, µM (titrated, usually from 46.1 µM), inactives show top-dose activity change, negative = cytotoxicity, usual class: cytotoxic; hit rate 3.4% among 400,000; note: potency is the fitted concentration of half-maximal effect; % is set by controls: 0 for no effect and ±100 for the full control effect; nearly all actives have a fitted effect of over 60% in size
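Readout: CellTiter-Glo luminescence, 10 min after addition. Cells: KB-V1 MDR subline, 72 h at 37 degrees C with compound. Analysis: corrected, normalized data fitted to concentration-effect curves.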
D3 ag: activates the human D3 dopamine receptor | P35462 | D3R DiscoveRx beta-arrestin cells, luminescence, 90 min | max activation, % | hit rate 0.58% among 410,000 | AID 652048; in the data active = max activation above about 30%; note: 0% is about no effect; mostly tested at two doses, the higher about 12 µM
Target sequence (P35462 whole entry, looked up): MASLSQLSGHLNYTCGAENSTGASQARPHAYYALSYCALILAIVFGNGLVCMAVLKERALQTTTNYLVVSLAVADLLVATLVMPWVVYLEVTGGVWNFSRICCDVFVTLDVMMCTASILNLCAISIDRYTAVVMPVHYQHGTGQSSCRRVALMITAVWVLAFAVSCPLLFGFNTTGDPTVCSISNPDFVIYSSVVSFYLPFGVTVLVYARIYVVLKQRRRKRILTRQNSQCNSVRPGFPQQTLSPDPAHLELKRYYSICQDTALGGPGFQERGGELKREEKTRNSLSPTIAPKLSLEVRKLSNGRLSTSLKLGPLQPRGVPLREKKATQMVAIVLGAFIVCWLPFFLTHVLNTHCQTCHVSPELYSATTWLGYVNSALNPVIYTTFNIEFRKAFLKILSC
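Agonist-mode cell screen: cells plated at 1500/well and incubated overnight at 37 °C, then exposed to library compounds for 90 min at 37 °C. Detection reagent was added for 30–60 min at room temperature, and luminescence was read.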
MCF10A rerep: inducers of DNA re-replication in MCF 10A breast cells; MCF 10A DNA re-replication, Hoechst nuclear intensity, 48 h; Potency, µM (series often up to 46.1 µM), for the others: at the top dose activity, positive = re-replication, hits mostly activators; hit rate 2.9% among 350,000; AID 624296; note: potency is the fitted concentration of half-maximal effect; % of control where 0% means no effect; nearly all actives have a fitted effect of over 50% in size
* hit, by the source's call; ? = inconclusive; · = no result given; & = joins results of further samples; [ ] = another dose, or the depositor's remark. Unless noted, calls come from the whole dose curve; as a rule, active = well fitted curve in the direction sought with a large enough effect; inconclusive = small, poorly fitted or top-dose-only effect, or another doubt; inactive = no such curve, though single readings can be large; an effect the other way counts as inactive or inconclusive.

Order of values – D3 ag, SW480 rereplic, KB-V1 MDR tox, HT1080NT lethal, IL-1B inflam inh, GLP1R cytotox, MCF10A rerep, HT1080 IDH1KD tx, KB-3-1 cytotox
1) NC(=O)c1ccccc1OCC(=O)N1CCCc2ccccc21
→ 0.6, -18.8%, -1.4%, -9.9%, 48.4, -15.7%, -9.1%, -10.3%, -3.0%
2) C=CCC[C@@H](Cc1ccc(F)cc1)C(=O)OC[C@@H](Cc1c[nH]c2ccccc12)NC(=O)[C@H](CC=C)CC(=O)NCCO
→ 0.5, -4.9%, 12.5%, 5.5%, -21.4, 2.7%, 4.5%, -6.3%, -24.6%
3) C[C@@]12C(=O)N(CC3CCCO3)CC(=O)N1[C@@H]1c3ccccc3OC[C@@H]1[C@@H]2c1ccccc1 (stereo partly drawn)
→ -4.2, 3.1%, 3.0%, 13.4%, -20.5, -0.2%, -1.3%, 9.8%, -0.7%
4) CN(CC(=O)Nc1ccc(F)c(F)c1F)C(=O)c1ccc2c(c1)NC(=O)CS2
→ 2.3, 1.2%, 6.0%, -6.3%, 47.5, -0.3%, -0.8%, -5.1%, 5.8%
5) COc1cccc(CNc2nc3cc(-c4cccc(C(F)(F)F)c4)sc3c(=O)n2C)c1OC
→ 1.9, ·, -23.3%, -0.4%, -3.8, 3.5%, ·, 1.4%, -11.0%
6) COc1ccc(/C=C2\SC(N3CCCCC3)=NC2=O)cc1
→ -1.6, -5.3%, 0.0%, -0.9%, -1.0, 0.9%, 3.0%, -14.7%, -5.4%
7) CC1(C)NC(C)(C)C(O)(C(N)=O)C1=O (stereo not drawn)
→ -0.4, -8.0%, 4.8%, 5.5%, 2.7, -2.3%, 12.3%, -4.9%, 4.4%
8) CC1SCC(NC(=O)c2ccc(Cl)cc2)CS1 (stereo not drawn)
→ 9.9, 32.6%, ?, -20.5%, ·, -7.6%, 13.2%, ?, 0.1%
9) CCOc1cc(/C=N/NC(=O)C(OC)c2ccccc2)ccc1O (stereo not drawn)
→ 1.2, 12.9%, -17.5%, -7.7%, -12.7, 26.2%, 7.7%, -6.4%, -17.8%
10) C1=C(c2ccccc2)Nc2nnnn2C1c1cccs1 (stereo not drawn)
→ -8.7, 16.3%, 1.1%, -2.2%, 37.9, 12.9%, 17.6%, -15.5%, -23.5%
11) CC(OC(=O)c1ccc(-n2cnnn2)cc1)C(=O)Nc1ccccc1F (stereo not drawn)
→ -2.6, -2.5%, ?, -1.5%, -5.4, 6.6%, 0.7%, 10.4%, -3.4%
12) CCc1nc2ccc(C(=O)N3CCN(c4cccc(Cl)c4)CC3)cc2nc1CC
→ 6.4&1.4, -24.6%, -7.6%&12.7%, 2.1%, -4.6, -14.5%&4.7%, ?, 12.4%, -0.6%&-28.3%
13) CCc1ccccc1NC(=O)CSc1nc(C)c(C(=O)Nc2ccccc2)c(-c2ccc(Cl)cc2)c1C#N
→ 3.3, ·, 4.6%, ·, ·, -11.2%, ·, ·, 9.8%
14) Cc1nc(-c2ccc(Cl)cc2)sc1C1(C)CC(c2ccncc2)=NO1 (stereo not drawn)
→ 1.9, -0.4%[9.22 µM], -3.3%, -2.2%, 0.1, -0.2%, ?, -0.3%, -27.6%
15) Clc1ccc(-c2ccnc(-n3cccc3)n2)s1
→ 3.5, 2.2%, ?, 2.3%, 37.0, 3.8%, 13.4%, -13.3%, 1.9%
16) CCc1ccc(NCc2cc3c(C)nn(-c4ccccc4)c3[nH]c2=O)cc1
→ 6.4, ?, 18.4µM*, ?, 19.3, -22.2%, ?, -19.5%, 4.6%
17) CCSc1nnc(NC(=O)c2ccc(Br)s2)s1
→ -2.0, -4.2%, 2.6%, -1.5%, -21.6, 2.5%, -7.5%, 5.9%, ?
18) CCOc1ccc(CNC2CCCc3ccccc32)cc1 (stereo not drawn)
→ -22.2, -15.0%, ?, -10.9%, -25.4, 4.3%, ?, -12.3%, 7.7%
19) CC(C)Oc1ccc(S(=O)(=O)N(C(C)C)C(C)C)cn1
→ 2.5, -8.4%, -12.4%, 14.9%, 25.2, 1.6%, 0.2%, 1.9%[9.24 µM], 2.5%
20) CC1CCN(CCc2nc3cc(NC(=O)NC4CCCCC4)ccc3n2C)CC1
→ -28.3, -8.1%, 2.1%, -5.8%, -18.8, -18.3%, 2.5%, ?, 21.5%

Continued:
Order of values – D3 ag, SW480 rereplic, KB-V1 MDR tox, HT1080NT lethal, IL-1B inflam inh, GLP1R cytotox, MCF10A rerep, HT1080 IDH1KD tx, KB-3-1 cytotox
21) CC(=O)c1ccc(OCc2cn(CC(=O)c3ccc(O)cc3)nn2)c(C)c1
→ -6.0, ·, 8.4%, 4.5%, 17.6, -5.8%, ·, 10.9%, 7.4%
22) CCOC(=O)C1=C(O)/C(=C/N(C)C)N=C1C
→ 1.4, -4.3%, 0.0%, -1.3%, 0.0, 0.5%, ?, -0.3%, -5.3%
23) COC(=O)c1ccc(-n2cnc(Cl)n2)c(F)c1
→ 3.3, -8.7%, -10.8%, 7.3%, 0.7, -11.7%, 7.5%, 9.0%, -1.6%
24) COC(=O)c1ccccc1NC(=O)CN1CCN(C23CC4CC(CC(C4)C2)C3)CC1
→ -38.8, 3.0%, ?, 2.9%, 7.2, -9.1%, 12.0%, -2.4%, -23.3%
25) CC(C)COc1ccc(C(=O)NNC(=O)CCC(=O)c2cccs2)cc1
→ -0.5, -13.8%, 8.2%, 3.7%, 17.5, 3.7%, -7.9%, 5.3%, -4.8%
26) COc1cccc(NC(=O)CCP(C)(=O)O)c1
→ 1.2, -1.8%, 3.5%, 6.9%, 16.8, 13.0%, -13.1%, 2.9%, 4.5%
27) CCOC(=O)N1CCN(C(=O)c2ccc(NC(C)=O)cc2)CC1
→ 6.8, -8.6%, 19.5%, -2.2%, -0.8, 0.4%, -3.4%, 21.9%, 14.8%
28) C=CCc1cc(C)ccc1OCCOCCC(C(=O)OCC)C(=O)OCC
→ 2.2, -3.6%, 0.0%, 24.2%, 0.3, 3.3%, 3.2%, 3.9%, 0.0%
29) CCOC(=O)c1ccc(NC(=O)C2(N3C(=O)c4ccccc4C3=O)CCCC2)cc1
→ -0.8, 0.6%, ?, 4.5%, -6.8, 26.5%, 0.9%, 8.6%, 13.6%
30) Cc1noc(C)c1S(=O)(=O)N(C)C[C@H]1Oc2ccc(NS(=O)(=O)c3ccc(F)cc3)cc2C(=O)N([C@H](C)CO)C[C@@H]1C
→ -20.1, 26.0%, 0.0%, 3.1%, ?, -5.4%, 9.7%, -5.1%, 0.0%
31) COc1ccc(CC(=O)n2nc(-c3ccccc3)nc2NCc2ccco2)cc1
→ 1.8, 2.5%, 26.1%, 2.2%, 3.9, 4.3%, -180.6%[0.0737 µM], 14.3%, 21.4%
32) COc1cccc(/C=C2\SC(=O)N(CCC(=O)NNC(=O)c3ccccc3Cl)C2=O)c1
→ 57.0*, -0.4%, 19.0%, ?, 25.1, -5.1%, -0.6%, ?, 1.0%
33) CC(C)C1C(=O)N(Cc2cn(CCC3OCCO3)nn2)CCS(=O)(=O)N1Cc1ccc(-c2ccncc2)cc1 (stereo not drawn)
→ -4.8, ·, -23.7%, -4.3%, 17.6, -7.1%, ·, -1.1%, ?
34) Cc1ccc(C(C)C)cc1S(=O)(=O)Nc1cccnc1
→ 18.8, -5.0%, 10.6%, 2.8%, 14.0, -1.4%, -9.9%, 1.7%, -2.6%
35) COc1ccccc1N1CCN(C(=O)c2cccc(S(=O)(=O)NCc3cccnc3)c2)CC1
→ -0.3, -6.6%, ?, -0.2%, 14.4, -60.4%, 17.8%, -3.7%, -25.7%
36) COc1ccc(N2CCCC2)c(NC(=O)c2ccc([N+](=O)[O-])o2)c1
→ -0.7, ?, ?, -17.3%, -70.5*, -1.1%, ?, -11.8%, ?
37) Cc1cccc(NC(=O)CN2C(=O)CC(c3ccccc3)Sc3ccccc32)c1 (stereo not drawn)
→ 3.8, ·, ?, ·, ·, 4.9%, ·, ·, -10.5%
38) CCc1nc2cccnc2n1-c1ccc(C(=O)O)cc1
→ 3.6, -0.3%, -1.8%, 6.7%, 123.7, -8.3%, -7.9%, 3.6%, 12.5%
39) c1ccc(C(c2ccccc2)c2noc(CN3CCN(C4CCCC4)CC3)n2)cc1
→ -3.0, -4.3%, -0.5%, -9.0%, -14.6, 0.3%, 25.6%, -9.3%, -2.6%
40) Cc1cccc(C(=O)Nc2c3c(nn2-c2ccc(Cl)cc2)CS(=O)(=O)C3)c1
→ -11.3, ·, -1.2%, ·, ·, -5.5%, ·, ·, -11.1%

Following part:
Order of values – D3 ag, SW480 rereplic, KB-V1 MDR tox, HT1080NT lethal, IL-1B inflam inh, GLP1R cytotox, MCF10A rerep, HT1080 IDH1KD tx, KB-3-1 cytotox
41) CCN(CC)CCn1c(N)nc2ccccc21
→ 0.1, ?, 5.0%, 10.8%, 2.1, -5.4%, -17.9%, 2.1%, 3.4%
42) O=C(Nc1ncccc1O)c1ccc(Oc2ccccc2)cc1
→ -5.4, -1.1%, ?, -25.4%, 15.8, -2.0%, 4.5%, -7.9%, ?
43) Clc1ccc(Cl)c(-c2nn3c(COc4ccccc4)nnc3s2)c1
→ 6.7, -4.4%, -13.7%, -4.3%, 2.6, 1.9%, 19.2%, 0.2%, 2.3%
44) O=C(Nc1ccccc1)OCCc1ccccc1
→ -6.3, ·, -0.9%, 14.4%, -7.1, 0.2%, ·, 25.9%, -0.6%
45) CCCCN(C)CCCNC(=O)c1cccc(N2CCCC2=O)c1
→ -0.6, -1.0%, 2.8%, -8.7%, 42.1, 7.1%, ?, -4.0%, -2.3%
46) CCOc1ccc(NC(=O)c2ccncc2)cc1
→ -1.9, -10.3%, 2.1%, 13.5%, -7.9, -14.6%, -3.4%, 5.7%, 2.6%
47) CCN(CC)S(=O)(=O)c1ccc2c(c1)NC(=O)C1CCCN21 (stereo not drawn)
→ 2.3, ?, -1.1%, -21.5%, 66.7, -0.1%, ?, -20.9%, -15.9%
